NR2E3 ag-1: activates human NR2E3 receptor; inhibition of corepressor binding, % at 3.98 µM; 360,000 tested, 0.35% active; CHO-S Gal4-NCOR/VP16-NR2E3 two-hybrid, luciferase; AID 602229; Q9Y5X4;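 active = inhibition above the mean of all tested compounds plus 3 SD, cut at about 70% in these data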;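 note: 0% = DMSO with NR2E3 transfected cells and 100% = cells lacking NR2E3 construct; higher means lower luciferase signal from less NR2E3 corepressor binding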
Target sequence (Q9Y5X4 whole entry, looked up, the tested form may be a part): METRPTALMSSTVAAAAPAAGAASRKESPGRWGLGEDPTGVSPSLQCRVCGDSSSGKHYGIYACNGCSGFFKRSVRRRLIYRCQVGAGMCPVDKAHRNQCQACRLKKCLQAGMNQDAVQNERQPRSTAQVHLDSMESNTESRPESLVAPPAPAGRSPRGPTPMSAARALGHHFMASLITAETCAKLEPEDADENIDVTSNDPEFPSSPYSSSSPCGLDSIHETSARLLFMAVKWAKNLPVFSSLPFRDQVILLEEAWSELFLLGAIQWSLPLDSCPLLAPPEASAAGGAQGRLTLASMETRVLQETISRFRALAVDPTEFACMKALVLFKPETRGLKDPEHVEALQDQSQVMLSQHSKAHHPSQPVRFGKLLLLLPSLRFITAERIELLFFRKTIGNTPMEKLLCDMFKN
NR2E3 ag-2: agonists of human nuclear receptor NR2E3 | GST-NR2E3/biotin-RetCOR TR-FRET, 1536-well | inhibition of corepressor binding, % at 4.78 µM | 320,000 tested, 0.12% active | AID 2300;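 active = percent inhibition above the cutoff of mean plus 3 SD of all tested compounds, set per screening campaign, cut at about 20% in these data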;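 note: 0% = DMSO wells and 100% = biotin wells as full block of FRET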
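Material: NR2E3–RetCOR corepressor complex / Amount: 1.35 nM GST-NR2E3 / Medium: Tris pH 7.5 / Compound: single nominal compound dose of 4.8 µM / Incubation: 5 h at 4 °C / Technique: TR-FRET, Eu(K)-anti-GST donor, streptavidin-D2 acceptor, ex 340, em 617/671 nm / Read-out basis: percent loss of FRET ratio relative to control wells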
C8 TRAIL sens: caspase-8 TRAIL sensitization | 360,000 tested, 1% active | AID 624354 | inhibition (viability loss, TRAIL sensitization), % at 10 µM | NB7+C8 cells + TRAIL, ATPlite viability luminescence;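 active = compounds causing at least 50% loss of cell viability in the single-dose screen, relative to plate controls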
TROY NFkB inh: inhibitors of TROY-dependent NF-kB signaling; inhibition, % at 10 µM; Q293 LMP1-TROYcd NF-kB luciferase reporter, 4 h; 360,000 tested, 0.98% active;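 active = compounds whose plate-normalised and pattern-corrected inhibition of the luciferase reporter signal at the single screening dose is 50% or more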
Peg3 promoter: inhibitors of Peg3 promoter | inhibition, % at 20 µM | HeLa PEG-Prom luciferase reporter, luminescence, overnight | AID 588405 | 360,000 tested, 1.7% active;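 active = inhibition of at least 50% at 20 µM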
Shn3 3UTR inh: inhibitors of Schnurri-3 3'UTR reporter in osteoblasts; Clone20 osteoblast Shn3 3'UTR firefly luciferase, 24 h; inhibition, % at 12.5 µM; 360,000 tested, 0.52% active;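 active = mean inhibition of at least 75% with every replicate also reaching 75%; inconclusive = mean inhibition at least 75% but some replicate below; inactive = mean inhibition below 75%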;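 note: 0% = median of neutral control wells and 100% = pilot-screen positive control compound; some compounds past the cut are filed as inactive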
HIF-2a block: inhibitors of HIF-2a | 360,000 tested, 0.72% active | inhibition, % at 18.8 µM | 786-0 RCC cells HIF-2a reporter, luciferase luminescence, overnight | AID 624352;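 active = inhibition of the luminescence signal of 40% or more relative to plate controls, in a single-dose primary screen at 18.75 µM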
TWEAK Fn14 block: inhibitors of TWEAK-Fn14 interaction signaling | AID 1159606 | TWEAK-stimulated Fn14 reporter cells, luciferase luminescence, 8 h | inhibition, % at 10 µM | 360,000 tested, 2% active; in the data active = inhibition above about 50%
KKLEB tox: reduces viability of KKLEB cystic fibrosis airway cells | 360,000 tested, 0.36% active | KKLEB CF airway cells viability, ATPlite luminescence, overnight; stronger effect = lower value; cells stimulated with P. aeruginosa culture filtrate | activity change (cytotoxicity), % at 5 µM | AID 602141;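 active = corrected activity change at or below -50% at 5 µM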
CF NFkB block: cystic fibrosis NF-kB activation inhibition; KKLEB NF-kB-GFP reporter, PAF-induced, GFP fluorescence overnight; inhibition, % at 5 µM; 360,000 tested, 0.86% active;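 active = at least 50% inhibition at 5 µM, scaled per plate between neutral and stimulator controls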;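 note: PAF is a Pseudomonas aeruginosa culture filtrate used as stimulus; plate controls were PAF-stimulated DMSO wells for no effect and unstimulated DMSO wells for full effect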
TRPM1 prom inh: inhibitors of MITF-driven TRPM1 promoter in melanoma cells. SK-MEL-5 TRPM1 promoter luciferase, 24 h. inhibition, % at 12.5 µM. 330,000 tested, 0.83% active. AID 488899;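 active = mean inhibition across replicates of 60% or more, whatever share of single replicates reaches that level; inconclusive = some that reach 60%, reason not given; inactive = mean inhibition across replicates below 60%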; note: values of inactives mirror those of a sister screen read the other way
Starred values were filed as active, the others as inactive; ? = inconclusive; nt = no result given. These rows are one share of the data; count on the stated rates, not on these rows.

SMILES	NR2E3 ag-1	NR2E3 ag-2	C8 TRAIL sens	TROY NFkB inh	Peg3 promoter	Shn3 3UTR inh	HIF-2a block	TWEAK Fn14 block	KKLEB tox	CF NFkB block	TRPM1 prom inh
CCCCNC(=O)C1(C)CCCCN1C(=O)c1c(F)ccc(C)c1F (stereo not drawn)	37.6	nt	-28.5	-0.1	0.0	-7.2	8.8	0.9	-18.1	-18.0	nt
CCOC(=O)c1[nH]c(C)c(C(=O)OCC(=O)NC2CCS(=O)(=O)C2)c1C (stereo not drawn)	-0.4	0.5	-4.7	9.9	1.6	14.4	15.4	1.6	5.2	-22.9	3.0
Cc1ccc(-n2c(C)nc3c(cnn3-c3ccccc3Cl)c2=O)cc1C	-3.9	-2.0	7.0	30.8	-3.6	7.0	-21.3	30.9	-0.4	5.9	3.3
Cc1ccc2nc(-c3ccc(Cl)cc3)c(Cc3cccc(Cl)c3)n2c1	-74.8	nt	17.2	25.0	nt	nt	-171.3	-4.8	nt	nt	nt
COc1ccc(C(=O)N(Cc2nc(-c3ccc(C)cc3)no2)C2CCCCC2)cc1OC	-25.1	2.8	-5.2	6.1	18.1	34.5	5.1	18.4	-9.2	3.5	14.0
O=C(c1ccc(S(=O)(=O)N2CCC(c3nc4ccccc4[nH]3)CC2)cc1)N1CCOCC1	12.3	3.4	3.0	3.2	13.9	-2.5	5.8	3.3	-2.9	3.3	6.7
Nc1nc(SCc2c(Cl)cccc2Cl)n[nH]1	-6.2	-3.0	-19.4	-2.7	-9.6	-25.9	-7.0	-30.0	-16.5	6.8	-0.7
C/C(=N\NC(=O)c1c(Cl)cnn1C)c1ccc(NC(=O)c2ccncc2)cc1	-2.6	-2.1	-7.8	-30.9	-82.5	5.0	-14.7	-9.1	-8.5	-0.9	-4.0
CCOc1ccc(-c2cc(CCCC(=O)N3CCN(c4ccc(OC)cc4)CC3)no2)cc1	-7.4	2.0	-3.1	19.9	7.0	37.0	50.3*	42.0	7.7	22.5	10.6
CC1=C(C(=O)OC(C)C)C(c2ccc3c(c2)OCO3)NC(=O)N1 (stereo not drawn)	-12.9	7.0	-5.0	5.3	-7.3	-1.7	14.0	11.7	-6.0	13.1	-4.8
COc1ccccc1N1CCN(C(=O)C(=O)c2cn(CC(=O)N3CCCC3)c3ccccc23)CC1	-54.6	-2.5	-2.6	-11.6	8.0	-3.1	13.0	-8.9	21.4	-39.8	3.9
O=C(CN1C(=O)S/C(=C\c2cccs2)C1=O)Nc1ccc(O)cc1C(=O)O	11.6	-1.9	-18.6	-6.1	-3.1	-9.5	0.5	-5.6	-9.6	-28.1	-2.7
CCN(CC(=O)Nc1c(F)cccc1F)C(=O)c1cc([N+](=O)[O-])ccc1N1CCCCC1	13.6	-0.2	10.1	-9.9	28.1	5.0	26.7	11.9	10.6	-53.5	20.3
CC(=O)c1ccc(-c2ccccc2OC(F)(F)F)o1	-2.8	2.4	-15.5	-24.7	9.1	-4.8	9.0	8.4	8.0	-15.4	-3.0
O=C(CC(SCc1ccco1)c1ccc(O)cc1)c1cccs1 (stereo not drawn)	-66.6	4.6	19.7	-13.9	-229.2	-63.9	-98.2	-6.2	-10.2	8.9	-68.0
CCCc1nn(C)c(C(=O)Nc2cccc(C)c2)c1Cl	-19.5	-1.1	-3.8	24.3	-220.7	-28.2	-122.3	35.0	6.6	-2.4	-43.5
Cc1ccc(N2C(=O)CC(Sc3ccccc3C(=O)O)C2=O)cc1 (stereo not drawn)	-0.8	-2.7	-7.9	-11.3	4.9	15.8	8.0	-0.2	6.1	4.0	7.6
CCOc1ccc(/C=N/NC(=O)C(C)N(c2ccc(OC)cc2)S(C)(=O)=O)cc1OCC (stereo not drawn)	10.2	1.1	-0.2	-4.8	-0.8	-0.3	11.3	-4.2	0.4	-0.4	6.2
CCc1sc(C(=O)NCCc2ccc(S(N)(=O)=O)cc2)cc1C	0.5	4.1	-7.0	-16.4	-8.6	-5.7	-0.1	35.0	10.1	-10.4	-2.6
O=C(Nc1cc(S(=O)(=O)N2CCOCC2)ccc1N1CCCC1)c1cc(F)c(F)cc1Cl	32.5	nt	13.3	4.0	2.5	0.7	-6.7	-11.7	4.7	7.2	-6.1
COCCCNC(=O)C1CCCN(S(=O)(=O)c2ccc(C)cc2)C1 (stereo not drawn)	-19.6	-1.5	4.0	-16.4	-2.0	0.0	-1.2	-10.3	-0.3	-4.5	2.0
O=C(Nc1ccc(F)cc1F)c1ccc2c(c1)[nH]c(=O)n2Cc1ccc(F)cc1	-13.6	1.9	-0.5	34.3	16.3	10.6	1.8	8.3	-20.7	-7.4	10.2
CCN(CC)C1CCS(=O)(=O)C1 (stereo not drawn)	15.4	2.4	-4.2	4.7	5.8	1.9	10.3	8.2	1.6	-2.4	11.4
Cc1ccc(CNC(=O)CCc2ccccc2)cc1	-10.0	6.7	-6.6	-18.1	-35.0	-17.7	-13.7	-0.6	-3.2	14.1	-0.4
CC(C(=O)Nc1ccon1)N1C(=O)c2ccccc2S1(=O)=O (stereo not drawn)	-16.1	-1.4	-8.4	21.8	-9.3	-1.9	11.3	2.7	-8.6	22.7	-1.3
CCOC(=O)C1(CCCc2ccccc2)CCN(Cc2ccn[nH]2)CC1	-19.2	2.4	3.0	5.3	9.4	-3.0	14.9	-6.7	-4.0	7.6	11.4
O=C(NCCCCC(NC(=O)C1CCCCC1)C(=O)O)c1ccccc1 (stereo not drawn)	-23.1	1.8	-7.8	12.8	8.9	9.0	-5.5	-11.4	-6.9	-2.5	1.1
NN(CCO)C(=S)Nc1ccc(Cl)cc1	-0.4	-1.9	8.7	-1.4	-10.3	10.1	-11.8	-17.2	1.1	-37.9	1.0
Cc1cc(C)n(-c2ccc(Cl)c(C(=O)Nc3ccc(-c4nnc5n4CCCCC5)cc3)n2)n1	-7.1	-0.8	0.2	-8.2	2.5	4.5	26.2	-0.2	8.6	-16.7	-0.4
CCn1c(SCC(=O)N2CCCC2)nnc1-c1ccc(S(=O)(=O)N2CCCCCC2)cc1	-10.4	0.1	9.4	-0.7	11.0	-33.6	25.7	-8.7	-6.9	0.8	-0.4
CCCCN(CC)C(=O)Cn1ncc2c1-c1cc(C)ccc1OC2	8.7	-1.0	4.1	-11.8	14.0	-6.1	4.4	13.8	-9.0	8.1	nt
O=C(Nc1ccsc1C(=O)N1CCCC1)c1ccccc1	7.1	2.7	21.9	-7.4	12.8	-5.7	-16.8	2.6	4.4	-13.0	-19.1
Cc1ccsc1/C=N/Nc1ccc(C(=O)O)cc1	-99.6	-6.7	7.6	48.8	36.7	5.6	56.8*	99.2*	12.4	-8.2	?
Cc1cc(=O)n2[nH]c(-c3ccc(F)cc3)nc2n1	-17.1	2.8	50.5*	-15.9	-35.3	-38.8	-35.2	7.5	2.9	-14.8	-15.4
COc1cc(C(=O)OC(C)C(=O)Nc2ccc3c(c2)OCCO3)cc(OC)c1OC (stereo not drawn)	4.6	nt	14.1	2.8	21.4	7.8	-1.5	-13.0	-16.8	-8.7	-2.1
O=C(CN1C(=O)NC(c2ccccc2)(c2ccccc2)C1=O)Nc1ccc(N2CCOCC2)cc1	-20.5	nt	7.6	-23.2	2.9	5.0	12.8	-4.1	-8.3	-5.0	5.8
COc1ccc(NC(=O)NNC(=O)C(C)Oc2ccc3ccccc3c2)cc1 (stereo not drawn)	19.7	nt	25.7	-6.0	20.2	10.9	2.1	-7.0	3.6	0.7	16.3
CC1=C(C(=O)N(C)C)CC(CC(=O)NC(c2ccccc2)c2ccccc2)C(=O)N1Cc1ccccc1 (stereo not drawn)	-24.0	nt	-3.2	3.6	-5.3	1.2	3.6	9.1	-9.5	-4.3	nt
CCOC(=O)N1CCC(N2Cc3cccc(C(=O)Nc4c(C)cccc4CC)c3C2=O)CC1	-11.5	-2.2	-1.3	8.4	31.8	-2.6	14.8	7.4	-2.1	-15.6	9.9
Cc1cccc2c1-c1sc(C(=O)N3CCCCC3)cc1CO2	-167.5	0.9	2.5	-48.8	-394.5	-20.5	-259.4	-20.9	-4.2	-0.9	-89.5
COc1c(C)cc(C(=O)C2CCCN(C(=O)c3cc(C4CC4)[nH]n3)C2)cc1C (stereo not drawn)	-8.6	0.6	4.5	4.9	-4.0	2.4	3.9	-18.6	-14.1	35.8	4.4
O=C(Nc1ccc(F)c(F)c1)C1=COCCO1	-12.0	4.7	-18.5	-25.8	-28.1	-16.1	-40.6	-1.6	8.3	-11.5	-25.9
CC(=O)c1[nH]c(C)c(C(=O)N2CCCC(Nc3cccc(F)c3)C2)c1C (stereo not drawn)	6.5	3.0	-19.0	-8.2	-7.3	-6.5	-1.7	-4.3	-2.2	-17.4	8.4
CN(C(=O)COC(=O)c1ccc2c(c1)OCO2)C1CCS(=O)(=O)C1 (stereo not drawn)	5.0	0.4	-5.1	6.5	8.4	-18.6	-2.6	-0.6	-2.7	10.5	-0.5
Cn1c(-c2cccc(Br)c2)cnc1NCc1ccccc1O	-19.6	nt	-2.5	4.8	3.4	-1.1	-0.8	-8.5	-6.5	1.1	6.8
COc1ccc(CN2CCN(Cc3ccc(C)cc3)CC2)c(OC)c1	-15.3	0.2	4.7	9.6	5.3	9.0	13.2	0.1	-14.3	8.1	1.5
CC(C)(C)NC(=O)N1CCCC(C(=O)c2cccc(Cl)c2)C1 (stereo not drawn)	8.0	0.3	-3.0	5.2	7.0	-7.9	10.5	0.5	-3.6	11.2	12.7
O=c1c2ccccc2n2c(-c3ccc(C(F)(F)F)cc3)nnc2n1Cc1ccccc1	-23.7	-0.1	14.9	3.3	15.5	6.6	8.1	-5.7	0.1	16.4	4.8
Cc1ccc(CN2CCN(C3CSCCSC3)CC2CCO)cc1 (stereo not drawn)	-11.2	-5.5	1.4	10.4	10.2	-19.4	7.5	-12.9	1.9	-4.9	-18.3
Cc1onc(-c2ccccc2)c1C(=O)NCC1CCN(C(=O)c2c(-c3ccccc3)noc2C)CC1	12.5	-4.2	-8.7	-12.3	17.6	15.7	5.7	-7.3	4.4	-18.7	9.4
O=C(C1CCC(CNc2c(N3CCCC3)c(=O)c2=O)CC1)N1CCc2ccccc21 (stereo not drawn)	1.9	0.1	4.1	15.2	17.8	5.5	12.4	-2.6	-9.3	3.5	21.1
Cn1c(=O)cc(SCC(=O)NCCCN2CCOCC2)c2ccccc21	-8.4	-3.4	4.2	0.3	-0.9	-9.5	16.1	6.3	-17.6	4.0	5.7

Shown with two lines to a compound: 2 of the compounds above.
Second line of a record: NR2E3 ag-1	NR2E3 ag-2	C8 TRAIL sens	TROY NFkB inh	Peg3 promoter	Shn3 3UTR inh	HIF-2a block	TWEAK Fn14 block	KKLEB tox	CF NFkB block	TRPM1 prom inh
> C/C(=N\NC(=O)c1c(Cl)cnn1C)c1ccc(NC(=O)c2ccncc2)cc1
→ -2.6	-2.1	-7.8	-30.9	-82.5	5.0	-14.7	-9.1	-8.5	-0.9	-4.0
> CCOc1ccc(-c2cc(CCCC(=O)N3CCN(c4ccc(OC)cc4)CC3)no2)cc1
→ -7.4	2.0	-3.1	19.9	7.0	37.0	50.3*	42.0	7.7	22.5	10.6

High-throughput results (PubChem BioAssay)
